# Bim-Bcl-XL = human Bim-Bcl-XL interaction inhibition. Q07817. Bim peptide-Bcl-XL binding, bead flow cytometry, fluorescence. inhibition, % at 10 µM. 190,000 tested, 0.04% active. AID 1007
# GSH fluor = compound fluoresces at 488/530 nm on GSH beads. GSH beads flow cytometry, compound fluorescence 488/530 nm; stronger effect = higher value. fluorescence (KMESF) at 10 µM. 190,000 tested, 0.25% active. AID 1776; in the data active = fluorescence above about 89;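 also: glutathione beads carrying GST-tagged Bcl family fusion proteins plus one bare bead set; values are compound well signal with DMSO vehicle wells as background; inactives centre near 16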
# RGS4-Gao reg = modulates binding of RGS4 to human Galphao; P09471; Multiplexed bead flow cytometry; actives lie on both sides; binding response (% of control), % at 10 µM; 220,000 tested, 0.33% active; AID 1415; in the data active = binding response below about 49% or above about 150%; inactive = in between;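 also: fluorescent Galphao activated with aluminum fluoride binding bead-coupled RGS4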
# Target sequence (P09471 whole entry, looked up): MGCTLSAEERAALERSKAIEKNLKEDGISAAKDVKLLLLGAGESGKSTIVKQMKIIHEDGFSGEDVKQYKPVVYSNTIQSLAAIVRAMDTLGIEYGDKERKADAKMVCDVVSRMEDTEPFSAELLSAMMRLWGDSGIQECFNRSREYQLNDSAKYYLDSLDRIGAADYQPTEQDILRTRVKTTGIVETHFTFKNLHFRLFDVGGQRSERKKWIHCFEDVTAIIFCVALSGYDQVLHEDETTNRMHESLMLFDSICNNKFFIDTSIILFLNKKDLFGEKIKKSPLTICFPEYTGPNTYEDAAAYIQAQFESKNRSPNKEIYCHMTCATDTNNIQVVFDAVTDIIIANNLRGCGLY
# RGS8-Gao = human RGS8-Galphao interaction regulation; P09471; multiplexed bead flow cytometry, RGS8-Galphao binding; actives lie on both sides; response (percent of control binding), % at 10 µM; 220,000 tested, 0.34% active; AID 1423; in the data active = response below about 60% or above about 140%; inactive = in between;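 also: Galphao activated as the GDP aluminium fluoride complex binding bead-coupled RGS8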
# Bfl-1 Bim block = human Bim-Bfl-1 interaction inhibition | inhibition, % at 10 µM | Bead-based flow cytometry, Bim-Bfl-1 binding inhibition | AID 1008 | Q16548 | 190,000 tested, 0.12% active;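 also: 0% = wells without compound plus tracer and 100% = blocker peptide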
# Bcl-B Bim block = human Bim-Bcl-B interaction inhibition; Q9HD36; bead-based flow cytometry, Bim peptide-Bcl-B binding; inhibition, % at 10 µM; 190,000 tested, 0.073% active; AID 951;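 also: 0% = tracer peptide without compound and 100% = reference inhibitor peptide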
# Mcl-1 Bim block = human Bim-Mcl-1 interaction inhibition; inhibition, % at 10 µM; AID 1009; Bead-based flow cytometry, Bim peptide-Mcl-1 binding; 190,000 tested, 0.1% active;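 also: 0% = no compound tracer wells and 100% = peptide blocker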
# Target sequence (Q07820 whole entry, looked up): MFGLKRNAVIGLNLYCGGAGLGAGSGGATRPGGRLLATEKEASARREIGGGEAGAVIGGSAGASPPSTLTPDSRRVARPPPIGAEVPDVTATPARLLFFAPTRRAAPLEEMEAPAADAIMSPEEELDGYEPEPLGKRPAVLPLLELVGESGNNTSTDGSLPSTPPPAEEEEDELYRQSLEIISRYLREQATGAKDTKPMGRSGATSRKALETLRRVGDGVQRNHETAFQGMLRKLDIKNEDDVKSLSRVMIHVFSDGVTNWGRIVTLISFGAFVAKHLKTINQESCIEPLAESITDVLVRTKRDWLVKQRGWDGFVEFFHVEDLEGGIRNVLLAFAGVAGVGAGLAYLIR
# Bcl-W Bim block = inhibitors of Bim-Bcl-W interaction, human | bead-based flow cytometry, Bim peptide-Bcl-W binding | 190,000 tested, 0.02% active | inhibition, % at 10 µM | Q92843;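 also: 0% = bound tracer without compound and 100% = peptide blocker; higher means less fluorescent Bim peptide bound to Bcl-W beads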
# Target sequence (Q92843 whole entry, looked up): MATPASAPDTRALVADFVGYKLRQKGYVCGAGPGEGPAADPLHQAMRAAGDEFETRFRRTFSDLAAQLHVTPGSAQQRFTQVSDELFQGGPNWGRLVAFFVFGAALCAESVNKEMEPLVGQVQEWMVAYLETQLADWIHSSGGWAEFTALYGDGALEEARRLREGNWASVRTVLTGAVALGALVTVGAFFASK
# Mcl1 Bid PPI = disrupts binding of human Mcl-1 to Bid peptide. TR-FRET Mcl-1/Bid-Dy647 peptide binding, 1536-well. 220,000 tested, 0.97% active. AID 1021. inhibition, % at 21.7 µM;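 active = compounds that cut the binding signal by more than half at the single screening dose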;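 also: His-tagged Mcl-1 with europium anti-His antibody binding Bid BH3 peptide; 0% = Mcl-1 plus peptide wells and 100% = peptide-only wells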
# Bim-Bcl-2 = human Bim-Bcl-2 interaction inhibition; P10415; Bead-based flow cytometry, Bim peptide-Bcl-2 binding; inhibition, % at 10 µM; 190,000 tested, 0.06% active; in the data active = inhibition above about 40%; inconclusive = no clear call, values can overlap the other calls;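 also: 0% = no compound wells with probe peptide and 100% = reference peptide inhibitor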
# RGS7-Gao reg = regulators of human RGS7-Galphao interaction; binding response (% of control), % at 10 µM; P09471; Multiplexed bead flow cytometry, RGS7-Galphao binding; actives lie on both sides; 220,000 tested, 0.35% active; in the data active = binding response below about 49% or above about 150%; inconclusive = no clear call, values can overlap the other calls; inactive = in between;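 also: fluorescent Galphao held in activated GDP-AlF4 state binding bead-coupled RGS7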
# The depositor's hits bear a star; ? = inconclusive; nt = no result given. Rule as the data show it, unless noted: active = inhibition above about 40%.
SMILES,Bim-Bcl-XL,GSH fluor,RGS4-Gao reg,RGS8-Gao,Bfl-1 Bim block,Bcl-B Bim block,Mcl-1 Bim block,Bcl-W Bim block,Mcl1 Bid PPI,Bim-Bcl-2,RGS7-Gao reg
Cc1ccc(Cl)cc1NC(=O)CCN1C(=O)C2C3CCC(C3)C2C1=O (configuration not stated),-1,18,100,102,-5,-1,-1,0,-12,-1,101
CCN1CCc2c(sc3c2c(NCc2ccco2)nc2nnnn23)C1,6,4,105,99,-4,16,3,13,7,3,100
Cc1cccc(C(=O)N/N=C/c2ccc[nH]2)c1,-2,8,95,95,0,-1,-1,-2,-52,0,93
C/C(=N\Nc1nc(-c2ccccc2)cs1)c1cccs1,-7,3,99,100,5,-18,-8,-3,-37,0,105
Cc1cc(NC(=O)CSc2nnc(CNc3ccc(F)cc3)n2C2CCCCC2)no1,-2,14,95,95,-3,-7,-1,1,-112,-5,95
COCCNC(=O)COC(=O)C1=Cc2ccccc2OC1,0,22,102,102,0,-4,0,2,-12,0,100
CCOC(=O)N1CCN(C(=O)CN(C2CCCCC2)S(=O)(=O)c2c(C)cc(C)cc2C)CC1,-6,36,94,90,-15,-11,-3,-2,15,-12,87
COC(=O)C1CCN(Cc2ccc(OCCCN3CCN(c4ccc([N+](=O)[O-])cc4)CC3)cc2)CC1,-3,10,106,99,-7,-8,-4,-3,-6,-6,108
Cc1ccc(C)c(-n2c(Cc3cccs3)n[nH]c2=S)c1,-7,11,98,99,12,-36,-2,-5,-19,-3,99
CC(=O)Nc1ccc(NC(=O)c2ccc(-n3c(C)ccc3C)cc2)cc1,1,21,87,97,4,1,0,2,-8,6,90
CN1CCN(c2cnn(-c3ccccc3)c(=O)c2Br)CC1,-3,16,100,100,-6,-4,2,-5,-15,2,?
Cc1cc(N2C(=O)C(O)=C(C(=O)c3cccs3)C2c2cccc(O)c2)no1 (configuration not stated),-2,8,94,104,0,-1,0,0,-60,-2,93
FC(F)(F)c1cccc(N2CCN(C(=S)NC3CCCCC3)CC2)c1,-5,9,101,98,7,-1,-7,-3,-65,-1,103
CCOc1ccc(-c2cc(N3C(=O)Nc4ccccc4N3O)on2)cc1,-11,36,112,105,-11,-7,-2,-3,0,-8,106
COc1ccc(Nc2cc(C(=O)N3CCc4ccccc4C3)c3ccccc3n2)c(OC)c1,-2,11,105,104,-1,0,1,0,-47,1,?
CCOC(=O)/C=C1\SCC(=O)N1CC(=O)Nc1ccccc1OC(F)F,-3,9,98,102,0,1,0,3,-2,3,97
C=CCOc1ccc(Br)cc1/C=N/O,1,24,102,103,-1,-6,0,-3,-13,-6,101
O=C(NNC1CC(=O)N(c2ccccc2)C1=O)c1ccco1 (configuration not stated),-1,11,95,98,-8,-4,1,-2,-17,-2,94
Cc1[nH]nc(N2CCCCCC2)c1[N+](=O)[O-],1,19,93,96,-2,-2,-3,-3,-11,0,94
Cc1ccc(C(=O)C2Oc3ccccc3C3CC(c4ccc(C)cc4)=NN23)cc1 (configuration not stated),-14,7,79,57*,13,-48,-13,-6,-46,-3,83
NS(=O)(=O)c1ccc(CCN=Cc2ccccc2O)cc1,-3,9,103,100,0,-10,-4,-1,-22,1,101
CCC1CCc2c(sc3ncnc(N4CCOCC4)c23)C1 (configuration not stated),-3,25,92,98,-11,-5,-3,1,12,-5,95
Cc1ccc(Cl)cc1N1CCN(C(=S)NCCc2ccccc2)CC1,0,14,100,99,-2,-5,0,0,-40,2,98
Cc1ccnc(NC(=O)c2ccc(Cl)c(NC(=O)CCc3ccccc3)c2)c1,0,21,99,99,-2,-2,1,0,-26,-2,?
CC(C)(C)C(=O)NC(NC(=S)Nc1ccc(S(N)(=O)=O)cc1)C(Cl)(Cl)Cl (configuration not stated),2,8,100,89,24,49*,7,12,-28,32,100
CCc1nnc(NC(=O)c2ccc(OC)cc2)s1,-1,11,93,101,3,-4,-7,0,-26,-1,105
COc1ccc(CCNC(=O)C2CCN(Cc3nc(-c4cccc(Cl)c4)oc3C)CC2)cc1OC,-6,28,111,115,-11,0,-6,-3,-26,-3,107
Cc1ccc(C(=O)CSc2nc3ccccc3c(=O)n2-c2ccccc2)s1,-4,30,104,105,-17,-5,-4,-3,-3,-5,104
Cn1c(=O)n(CC(=O)N2CCOCC2)c2ccccc21,-4,19,nt,nt,1,-4,-2,-1,5,-12,nt
O=S(=O)(NCC(c1cccnc1)N1CCN(c2ccc(F)cc2)CC1)c1cc(F)ccc1F (configuration not stated),-4,17,102,103,-2,-2,-1,-4,-15,-1,103
O=C(CSc1nnc(-c2cccs2)o1)N1CCOCC1,-4,49,84,78,2,0,0,0,10,0,86
CCS(=O)(=O)N1CCC(C(=O)NCc2ccccc2OC)CC1,-1,6,102,102,-2,0,0,0,-27,-1,99
CCOC(=O)C1(Cc2cccc(F)c2)CCN(Cc2cn(CC)nc2C)CC1,1,12,101,100,1,0,-2,0,-8,-2,103
COc1ccc(C2NC(C(=O)O)CS2)cc1COCC(F)(F)F (configuration not stated),-2,35,96,97,-14,-6,-3,2,-1,-5,95
C#CC(=O)N(c1ccc(OC)cc1OC)C(C(=O)NC1CCCC1)c1cccs1 (configuration not stated),-1,12,99,102,-7,-2,0,0,-39,-3,102
CCC(=O)N(Cc1ccco1)c1nc(-c2ccccc2)cs1,-1,26,96,99,-2,0,-3,0,-7,-1,98
O=C(c1ccc(-n2c(SCc3cccc(F)c3)nc3ccccc3c2=O)cc1)N1CCOCC1,-4,10,116,115,-1,-7,-6,-2,-13,1,121
Cc1cc(C)cc(C(=O)N2CCN(c3ccccn3)CC2)c1,-3,10,101,101,-6,-2,-1,-2,-26,-2,101
CCOc1cc(CNCCSc2nnnn2C)cc(Br)c1OCc1ccccc1F,-7,14,102,105,0,-2,0,-3,11,-1,101
CCCc1ccc(OCc2ccc(C(=O)NCc3cccnc3)o2)c(OC)c1,0,11,94,98,0,-1,-2,0,11,1,95

# Another view of part of the listing above:
Bim-Bcl-XL,GSH fluor,RGS4-Gao reg,RGS8-Gao,Bfl-1 Bim block,Bcl-B Bim block,Mcl-1 Bim block,Bcl-W Bim block,Mcl1 Bid PPI,Bim-Bcl-2,RGS7-Gao reg,Molecule
-4,17,102,103,-2,-2,-1,-4,-15,-1,103,O=S(=O)(NCC(c1cccnc1)N1CCN(c2ccc(F)cc2)CC1)c1cc(F)ccc1F (configuration not stated)
-4,49,84,78,2,0,0,0,10,0,86,O=C(CSc1nnc(-c2cccs2)o1)N1CCOCC1
-1,6,102,102,-2,0,0,0,-27,-1,99,CCS(=O)(=O)N1CCC(C(=O)NCc2ccccc2OC)CC1
1,12,101,100,1,0,-2,0,-8,-2,103,CCOC(=O)C1(Cc2cccc(F)c2)CCN(Cc2cn(CC)nc2C)CC1
-2,35,96,97,-14,-6,-3,2,-1,-5,95,COc1ccc(C2NC(C(=O)O)CS2)cc1COCC(F)(F)F (configuration not stated)
-1,12,99,102,-7,-2,0,0,-39,-3,102,C#CC(=O)N(c1ccc(OC)cc1OC)C(C(=O)NC1CCCC1)c1cccs1 (configuration not stated)
-1,26,96,99,-2,0,-3,0,-7,-1,98,CCC(=O)N(Cc1ccco1)c1nc(-c2ccccc2)cs1
-4,10,116,115,-1,-7,-6,-2,-13,1,121,O=C(c1ccc(-n2c(SCc3cccc(F)c3)nc3ccccc3c2=O)cc1)N1CCOCC1
-3,10,101,101,-6,-2,-1,-2,-26,-2,101,Cc1cc(C)cc(C(=O)N2CCN(c3ccccn3)CC2)c1
-7,14,102,105,0,-2,0,-3,11,-1,101,CCOc1cc(CNCCSc2nnnn2C)cc(Br)c1OCc1ccccc1F
0,11,94,98,0,-1,-2,0,11,1,95,CCCc1ccc(OCc2ccc(C(=O)NCc3cccnc3)o2)c(OC)c1

# Single records, from the list above. Order of screens: Bim-Bcl-XL | GSH fluor | RGS4-Gao reg | RGS8-Gao | Bfl-1 Bim block | Bcl-B Bim block | Mcl-1 Bim block | Bcl-W Bim block | Mcl1 Bid PPI | Bim-Bcl-2 | RGS7-Gao reg
# Cc1ccc(C(=O)CSc2nc3ccccc3c(=O)n2-c2ccccc2)s1 as listed: -4 | 30 | 104 | 105 | -17 | -5 | -4 | -3 | -3 | -5 | 104
# COc1ccc(CCNC(=O)C2CCN(Cc3nc(-c4cccc(Cl)c4)oc3C)CC2)cc1OC as listed: -6 | 28 | 111 | 115 | -11 | 0 | -6 | -3 | -26 | -3 | 107

# Further records
SMILES,Bim-Bcl-XL,GSH fluor,RGS4-Gao reg,RGS8-Gao,Bfl-1 Bim block,Bcl-B Bim block,Mcl-1 Bim block,Bcl-W Bim block,Mcl1 Bid PPI,Bim-Bcl-2,RGS7-Gao reg
C/C=C/c1ccc(Oc2nnnn2-c2ccc(C(N)=O)cc2)c(OC)c1,-21,29,107,102,-12,-13,-6,-3,-23,-12,105
COc1cccc(NC(=O)Cn2c(=O)n(-c3ccccc3)c(=O)c3oc4ccccc4c32)c1,-3,6,101,102,-2,-6,-3,-5,-46,1,101
Cc1ccc(C)n1-c1ccc(C(=O)NCC2CCCO2)cc1 (configuration not stated),-6,3,89,92,2,0,-1,-2,-14,-3,95
COC(=O)c1ccc(C(=O)OC)c(NC(=O)CN(C)Cc2cccc(Cl)c2Cl)c1,-7,14,93,97,-11,-8,-3,-5,-20,-5,94
CC(=O)N1CCN(S(=O)(=O)c2cccc(C(=O)NC3CCC(C)CC3)c2)CC1 (configuration not stated),0,10,98,99,-5,-2,-2,-2,-11,-2,97
O=C(c1ccc(Cl)cc1)c1c[nH]cc1-c1ccccc1,0,18,98,101,-3,-2,-2,-3,-9,18,98
Cc1cc(C)c2c(=O)n(-c3ccccc3)[nH]c2n1,-1,21,108,106,3,1,-2,0,-42,-28,104
O=C(Nc1ccccc1N1CCOCC1)c1ccc(Br)o1,-4,13,98,101,-11,-10,1,0,-9,-10,102
O=C(COC(=O)c1ncc(Cl)c(Cl)c1Cl)Nc1ccccc1OC(F)F,-5,11,89,90,-2,-11,-3,-4,5,-6,95
COc1cc(C(=O)NCCc2cc3c(OC)ccc(OC)c3[nH]c2=O)cc(OC)c1OC,-1,12,91,97,-4,0,-3,0,-19,-3,102
O=C(COc1ccc(/C=N/NC(=O)c2ccccc2)cc1)Nc1ccc([N+](=O)[O-])cc1,0,57,96,100,-5,-1,2,0,-11,0,100
C/C(CC(=O)Nc1ccc([N+](=O)[O-])cc1)=N/NC(=O)C1CC12CCC2 (configuration not stated),0,11,92,96,15,0,0,2,-29,4,99
O=C(c1nn(Cc2ccccc2)c(=O)c2ccccc12)N1CCN(c2ccccn2)CC1,-3,55,95,98,-12,-7,0,2,4,-8,90
COc1ccc(NC(=S)N(CCc2ccc(OC)c(OC)c2)Cc2ccccn2)cc1,-5,23,101,102,-3,-12,-3,-3,-42,-2,104
Cc1cc(C)nc(SCC(=O)N/N=C/c2cccn2-c2ccc(O)cc2)n1,0,61,110,116,0,-3,-5,-4,-7,-4,103
CCCc1cc(=O)[nH]c(SCC(=O)c2cc(C)n(-c3cc(C)on3)c2C)n1,-3,8,110,111,-4,-6,0,0,-23,-1,108
CCOc1ccc(N2C(=O)CC(Sc3nc(C)cc(C)n3)C2=O)cc1 (configuration not stated),-3,17,104,103,-5,-3,-3,-3,9,-3,105
O=P(O)(O)c1ccccc1OCc1ccccc1,-2,32,98,99,-14,-7,-3,-1,20,-10,96
CC1Cc2ccccc2N1C(=O)CCN1C(=O)C2C3C=CC(C3)C2C1=O (configuration not stated),0,24,101,100,-2,-2,-1,-2,-11,-3,100

# Bioassay records deposited in PubChem by several laboratories.
